CHO parental Ca = counter-screen for OX1R antagonists: effect in parental CHO cells; inhibition, % at 5.6 µM; 330,000 compounds, 0.63% hits; parental CHO-K1, ATP-induced calcium, Fluo-8 fluorescence; AID 463079;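 active means inhibition above that plate's mean sample inhibition plus 3 SD, cut at about 26% in these data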;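 further: 0% = ATP-challenged DMSO wells and 100% = DMSO wells without ATP; some compounds past the cut are filed as inactive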
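Measured by: calcium-sensitive Fluo-8 fluorescence / Test system: CHO parental line / Controls: ATP-challenged DMSO wells low, unchallenged DMSO wells high / Measure: % inhibition / Compound: single nominal dose of 5.6 µM per compound / Replicates: single well per compound, no replicates / Reagent: ATP as calcium-mobilizing challenge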
V1R ag counter = activates human V1a receptor in oxytocin agonist counter-screen | P37288 | CHO-V1R cells, Fluo-8 calcium fluorescence, agonist mode; 0% DMSO, 100% 3 nM vasopressin | 320,000 compounds, 0.25% hits | activation, % at 3 µM | AID 2797;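 active means activation above the mean activation of all tested compounds plus 3 SD, per screening run, cut at about 20% in these data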;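 further: signal is peak over basal fluorescence ratio across a 100 second FLIPR read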
OXTR potentiate = potentiates the human oxytocin receptor response; activation, % at 3 µM; CHO-OTR cells, Fluo-8 calcium fluorescence, potentiator mode; 0% = oxytocin EC15, 100% = EC100; 320,000 compounds, 0.061% hits;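 active means activation above that plate's cutoff, the mean activation of tested compounds plus 3 SD, cut at about 6.6% in these data, passing the limit was not always enough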;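 further: 100% uses oxytocin at 75 nM as the full agonist control; some results filed as inactive read as strong as hits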
Target sequence (P30559 whole entry, looked up): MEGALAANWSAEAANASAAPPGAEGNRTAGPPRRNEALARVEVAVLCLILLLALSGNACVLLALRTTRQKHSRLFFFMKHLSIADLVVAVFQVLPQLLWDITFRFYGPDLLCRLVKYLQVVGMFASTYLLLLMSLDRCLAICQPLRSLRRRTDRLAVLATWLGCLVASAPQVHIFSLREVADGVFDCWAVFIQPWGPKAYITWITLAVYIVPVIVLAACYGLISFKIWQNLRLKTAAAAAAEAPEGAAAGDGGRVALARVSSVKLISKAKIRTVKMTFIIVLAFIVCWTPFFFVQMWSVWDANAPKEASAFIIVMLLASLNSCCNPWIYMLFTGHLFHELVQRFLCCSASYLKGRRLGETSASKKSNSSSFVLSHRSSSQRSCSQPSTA
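Material: CHO-OTR cells, human receptor; compound dosing: single dose, 3.0 µM nominal final compound concentration; schedule: 6 min compound pre-incubation at room temperature, 100 s kinetic read; measured by: kinetic Fluo-8 calcium fluorescence; read-out basis: % activation vs EC15 and EC100 oxytocin; controls: EC15 oxytocin alone as 0%, 75 nM oxytocin as 100%; replicates: singlicate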
CHO-K1 Ca antag = counter-screen for M1 antagonists: effect in parental CHO-K1 cells; ATP-induced calcium, Fluo-8 fluorescence; inhibition, % at 3 µM; 360,000 compounds, 0.6% hits; AID 602250;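 active means inhibition above a per-plate cutoff, the plate's mean sample inhibition plus 3 SD, cut at about 24% in these data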;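 further: 0% = DMSO plus EC80 ATP and 100% = DMSO alone without ATP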
OXTR ag = activates the human oxytocin receptor; P30559; CHO-OTR cells, Fluo-8 calcium fluorescence; normalized: DMSO 0%, oxytocin 100%; activation, % at 3 µM; 320,000 compounds, 0.32% hits;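 active means activation above the mean of all tested compounds plus 3 SD, cutoff set per screening run, cut at about 20% in these data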;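 further: peak over basal fluorescence ratio from a 100 s FLIPR kinetic read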
M1 ag parental = counter-screen for M1 agonists: effect in parental CHO-K1 cells. Fluo-8 calcium fluorescence; scaled to maximal ATP response, vehicle zero. activation, % at 3 µM. 360,000 compounds, 0.48% hits; in the data active means activation above about 15%;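 further: untransfected CHO-K1 host cells lacking M1 receptor as counterscreen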
M1 PAM parental = M1 PAM counterscreen hit in parental CHO-K1 cells; activation, % at 3 µM; ATP EC20, Fluo-8 calcium fluorescence; 0% at ATP EC20, 100% at ATP max; AID 602247; 360,000 compounds, 0.02% hits;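 active means activation above the run cutoff, the mean activation of all test compounds plus 3 SD, cut at about 40% in these data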;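 further: peak over basal fluorescence ratio in a 140 s read after ATP addition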
GPR7 antag = antagonists of human GPR7 (neuropeptides B/W receptor 1). GPR7-expressing cells, fluorescence antagonist assay. inhibition, % at 4.4 µM. 290,000 compounds, 1.1% hits. AID 1861; in the data active means inhibition above about 16%, passing the limit was not always enough;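 further: cells stimulated with the agonist NPW; 0% = agonist with vehicle and 100% = vehicle without agonist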
Target sequence (P48145 whole entry, looked up): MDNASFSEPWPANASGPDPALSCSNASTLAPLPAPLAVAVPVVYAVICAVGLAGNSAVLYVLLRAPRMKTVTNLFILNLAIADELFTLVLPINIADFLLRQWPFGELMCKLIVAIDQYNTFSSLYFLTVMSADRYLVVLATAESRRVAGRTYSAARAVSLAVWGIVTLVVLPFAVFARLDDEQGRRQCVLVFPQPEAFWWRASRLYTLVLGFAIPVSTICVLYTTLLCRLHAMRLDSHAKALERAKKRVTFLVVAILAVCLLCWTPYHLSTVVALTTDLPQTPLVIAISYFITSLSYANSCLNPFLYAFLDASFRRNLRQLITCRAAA
TAAR1 antag = human TAAR1 antagonism | AID 624466 | CHO RD-HGA16 TAAR1, Fluo-8 calcium fluorescence, antagonist | inhibition, % at 3 µM | Q96RJ0 | 360,000 compounds, 1.5% hits;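 active means inhibition above a per-plate cutoff, the mean inhibition of test compounds on that plate plus 3 SD, cut at about 49% in these data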;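 further: 0% = DMSO plus EC80 beta-PEA response and 100% = DMSO alone without agonist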
Target sequence (Q96RJ0 whole entry, looked up): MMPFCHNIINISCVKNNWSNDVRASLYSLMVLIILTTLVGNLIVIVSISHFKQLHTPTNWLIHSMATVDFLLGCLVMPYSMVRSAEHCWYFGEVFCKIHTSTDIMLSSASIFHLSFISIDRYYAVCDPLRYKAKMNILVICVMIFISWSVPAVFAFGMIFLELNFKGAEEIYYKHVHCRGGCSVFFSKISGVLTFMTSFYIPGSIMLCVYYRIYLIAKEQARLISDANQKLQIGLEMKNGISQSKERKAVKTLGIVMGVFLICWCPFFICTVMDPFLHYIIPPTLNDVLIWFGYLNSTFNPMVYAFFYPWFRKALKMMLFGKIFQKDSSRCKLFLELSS
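Material: CHO RD-HGA16 cells bearing hTAAR1; compound dosing: one-point dosing, 3 µM nominal final; schedule: dye loading 75 min at 37 °C, then 30 min room temperature; measured by: calcium fluorescence with Fluo-8; control set: vehicle and agonist controls; replication: n of 1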
* = called active by the depositor; · = no result given.

SMILES	CHO parental Ca	V1R ag counter	OXTR potentiate	CHO-K1 Ca antag	OXTR ag	M1 ag parental	M1 PAM parental	GPR7 antag	TAAR1 antag
COc1ccc(OC)c(CCNC(=O)C(C)n2nc(C)c3c(C)n(-c4ccc(C)cc4)nc3c2=O)c1 (stereo unspecified)	2	4.5	-1	3	-1.8	3.2	0	2	-5
O=C1NC(=O)/C(=C\c2ccc(Sc3ccc(Cl)cc3)o2)N1	-13	-0.9	-12	-12	-0.6	1.2	17	-4	13
CCOc1cc(-c2noc(N)c2C(=O)OC)cc(OCC)c1OCC	-10	-1.1	0	-18	-1.0	0.8	4	13	12
COC(=O)[C@]12CCCCC=C1N(Cc1cccc3ccccc13)C(=O)[C@H](CC(=O)NCC1CCCCC1)C2	·	·	·	-11	·	4.6	3	·	38
CN1CCN(C(=O)C2=C[C@H](c3csc4ccccc34)C[C@H](OCCCCO)O2)CC1	-7	1.0	-9	4	1.7	0.5	-16	13	12
CCCCCCCNC(=O)C1(CC2CC(c3ccc(Cl)cc3)=NO2)CCN(C(=O)c2cc(OCC)c(OCC)c(OCC)c2)CC1 (stereo unspecified)	-26	1.7	-9	-17	1.7	0.5	12	-9	-17
C=CCNC(=O)COC(=O)c1cccnc1Nc1ccccc1F	-5	-1.1	-13	2	-1.6	0.5	-2	7	-10
CCOc1ccc(NC(=O)CNc2ccc(C)cc2Cl)cc1	-9	-0.4	0	-4	-0.6	-0.3	4	-4	19
CC1CCc2cc(F)ccc2N1C(=O)CSc1nnc2c3cc(F)ccc3n(C)c2n1 (stereo unspecified)	-16	-0.4	-10	-7	-0.1	0.2	10	-5	1
COc1cc(CNCCN2CCOCC2)ccc1OCc1cccc(Cl)c1	-10	1.9	-5	-3	4.1	0.6	2	9	1
CC(=O)/C(N=Nc1ccc2c(c1)OCCO2)=C(\C)O	-14	-0.6	-7	-6	-2.3	1.1	16	7	-7
CC(=O)NC1(c2ccc(F)cc2)CCN(C(=O)Nc2ccc(F)cc2F)CC1	-15	-0.5	2	0	-0.1	3.6	15	-19	-1
C=CCn1c(SC/C=C/c2ccccc2)nnc1-c1sc(N)nc1C	-17	0.9	-15	-3	-0.4	1.1	12	-7	8
O=C(CNC(=O)c1ccccc1F)N/N=C\C=C\c1ccccc1	1	-0.5	-5	1	0.0	0.8	17	-11	29
COc1ccc(-c2[nH]ncc2-c2ccc3c(c2)OCCO3)c(O)c1	-6	2.1	-13	-17	0.3	1.3	13	-4	14
COc1ccc(N2CCN(C(=O)C(OC(C)=O)c3ccccc3)CC2)cc1 (stereo unspecified)	-11	0.7	-13	-6	0.2	0.7	3	-3	-5
CC(=O)Nc1ccc(OCC(=O)NCc2ccccc2)cc1	6	-0.6	-15	-2	-0.1	-0.2	9	-8	0
O=C1S/C(=C\C=C\c2ccco2)C(=O)N1c1ccc(O)cc1	-2	-0.7	4	-5	1.1	0.0	3	1	-9
O=C(COC(=O)Cc1ccc(Cl)cc1)Nc1cc(S(=O)(=O)N2CCOCC2)ccc1N1CCCC1	-16	-0.6	-3	19	-2.1	-0.2	-13	1	-8
O=C(NCCc1csc(-c2cccnc2)n1)c1ccccc1Br	-17	-0.3	-6	-1	-0.6	1.0	-11	10	-24
C#CCOCCOCCOCCNc1nc(N2CCN(C(=O)[C@H](CCC(=O)O)n3cc(CN)nn3)CC2)nc(N2CCN(C(=O)[C@H](CCCN=C(N)N)n3cc(C(N)[C@@H](C)CC)nn3)CC2)n1 (stereo partly specified)	-8	1.4	-6	-14	2.2	0.2	11	·	-12
Cc1ccccc1S(=O)(=O)Cc1ccc(C(=O)O)o1	-4	2.1	6	-6	2.0	3.0	5	-5	7
O=C(OCC(=O)N1CCN(S(=O)(=O)c2ccc(Cl)cc2)CC1)c1cccc(OC(F)F)c1	-3	3.1	-11	-14	1.7	6.4	6	·	16
C=CCNC(=O)NS(=O)(=O)c1ccc(C)cc1	-9	0.0	-3	12	0.7	-0.3	-6	-7	0
O=C(NC(=O)c1ccccc1)OCC(F)(F)F	0	0.2	-10	-9	-0.6	2.9	15	-18	1
O=C(Nc1cc(Cl)ccc1-n1cncn1)c1cn2ccccc2n1	-18	0.3	1	9	0.6	-0.1	-6	·	-10
Cc1ccccc1CN1C(=O)C2(OCCCO2)c2ccccc21	-22	-1.7	-4	1	-2.0	-0.5	-10	-9	·
Cc1ccc(O)c(NC(=O)c2cc(-c3ccco3)on2)c1	5	0.7	-3	-5	1.3	0.0	7	7	-3
COc1nnc(-c2ccc(C)c(S(=O)(=O)NC(C)(C)CO)c2)c2ccccc12	-20	0.6	-10	-7	-1.0	0.7	22	3	-12
COc1ccc(CCn2c(C)cc(C(=O)CSc3nnc(N)s3)c2C)cc1	-17	4.1	-14	-3	1.1	5.3	11	10	·
Clc1ccc2noc(-c3ccccc3)c2c1	1	-0.1	-4	-12	-1.8	0.1	12	6	-26
COC(=O)N/N=C(C)\C=C\c1ccco1	-1	0.9	4	12	0.2	-0.4	17	13	0
Cc1ccc(NC(=O)CSc2nnc(CNC(=O)c3ccccc3F)o2)cc1	-5	1.1	-3	3	-0.9	-0.2	-8	0	-8
Cc1ccnc(NC(=O)CCC(=O)N(CC(=O)NCCc2ccccc2)Cc2ccco2)c1	·	·	·	-12	·	1.0	10	-7	-10
Cc1cccc(N2C(=O)CC(N3CCN(c4cccc(C(F)(F)F)c4)CC3)C2=O)c1 (stereo unspecified)	-9	0.3	-2	-9	1.3	0.8	28	19	-17
CCCC(=O)NC(=S)Nc1cc(-c2nc3ncccc3o2)ccc1C	-11	0.1	-8	-6	-0.7	2.5	14	-2	0
Cc1cc(NS(=O)(=O)c2ccc(NC(=O)c3ccc(Cl)nc3)cc2)nc(C)n1	·	·	·	11	·	2.6	-7	·	-20
N#Cc1ccccc1S(=O)(=O)N1CCN(Cc2c(O)ccc3ccccc23)CC1	-23	3.6	-12	-10	2.2	1.5	-16	·	20
C[C@@H]1CN([C@H](C)CO)C(=O)c2c(c3ccccc3n2C)-c2ccccc2CO[C@H]1CN(C)S(=O)(=O)c1cn(C)cn1	·	·	·	-2	·	0.6	-5	·	-1
Cc1nc(N)c(C#N)c(-c2ccccc2Cl)c1C	-6	6.4	-7	-1	3.0	0.2	-3	-16	-8

Complete entries as entered above.
Shown for `O=C(NC(=O)c1ccccc1)OCC(F)(F)F` = CHO parental Ca = 0; V1R ag counter = 0.2; OXTR potentiate = -10; CHO-K1 Ca antag = -9; OXTR ag = -0.6; M1 ag parental = 2.9; M1 PAM parental = 15; GPR7 antag = -18; TAAR1 antag = 1
Shown for `Cc1ccccc1CN1C(=O)C2(OCCCO2)c2ccccc21` = CHO parental Ca = -22; V1R ag counter = -1.7; OXTR potentiate = -4; CHO-K1 Ca antag = 1; OXTR ag = -2.0; M1 ag parental = -0.5; M1 PAM parental = -10; GPR7 antag = -9; TAAR1 antag = ·

Following part.
SMILES	CHO parental Ca	V1R ag counter	OXTR potentiate	CHO-K1 Ca antag	OXTR ag	M1 ag parental	M1 PAM parental	GPR7 antag	TAAR1 antag
CCOC(=O)c1c(C)oc2ccc(O)c(CN(C)C)c12	-12	1.0	-3	-8	0.5	0.7	16	-2	4
O=C(Nc1ccccc1C(=O)N1CCN(CCO)CC1)c1cccc([N+](=O)[O-])c1	0	-1.1	-5	1	0.7	0.1	-3	-9	-24
Cc1cc(C)n(/N=C/c2ccccc2)c(=O)c1C#N	3	-0.1	-4	-6	-0.7	-0.5	-12	-1	-18
O=C(Nc1ccc(N2CCN(Cc3ccccc3F)CC2)cc1)c1ccc([N+](=O)[O-])o1	2	14	-17	-15	9.9	7.2	3	-3	-17
COc1ccc(-c2c(-c3ccccc3OC)sc3ccccc23)cc1OC	-20	0.3	-11	-5	-1.4	0.0	-3	2	4
O=C(O)C(Cc1ccccc1)N1C(=O)c2ccccc2C1=O (stereo unspecified)	13	0.1	-9	-8	-0.3	0.1	17	0	2
CCCCC1CC2=C(C(=O)OC(C)(C)O2)C(c2ccc3ccccc3c2)O1 (stereo unspecified)	·	·	·	-16	·	-0.2	0	·	0
Cc1cc(C)c(-c2csc(NC(=O)C3=NN(c4ccccc4)C(=O)CC3)n2)c(C)c1	-5	-0.6	-10	-17	-0.5	-0.7	27	-7	0
CN(C)C(CNC(=O)c1ccc2c(=O)n(-c3ccccc3F)c(=S)[nH]c2c1)Cc1ccccc1 (stereo unspecified)	-11	-0.1	-1	-13	0.1	0.1	3	6	-6
Cc1[nH]ccc2c1[nH]c1cc(=O)ccc12	-4	0.2	-6	-13	0.9	0.2	1	-13	-14
OCC[C@@H]1NCc2cc(CO)cc(-c3ccccc3)c21	·	·	·	-9	·	2.0	8	·	8
O=C(O)c1ccc2c(c1)C(=O)N(C(Cc1ccc(O)cc1)C(=O)O)C2=O (stereo unspecified)	8	-1.0	-1	-1	1.1	0.7	8	-5	7
O=C(N/N=C/c1cccc([N+](=O)[O-])c1)c1ccc2nc[nH]c2c1	-7	0.7	-9	5	0.6	1.4	13	-17	41
CCOc1ccc(CCNC(=O)c2ccc(NC3=NC4CS(=O)(=O)CC4S3)cc2)cc1 (stereo unspecified)	-10	-0.3	-3	-14	0.0	0.9	-8	-9	-3
CC1=C(C(=O)OCc2ccccc2)N2C(=O)[C@@H](NC(=O)COc3ccccc3)[C@H]2SC1	-24	1.6	-9	13	-0.7	0.6	-13	-5	18
NC(=O)c1c(N)[nH]c(C(=O)c2ccccc2)c1-c1ccccc1Br	·	·	·	-18	·	3.9	22	·	-3
O=C(COCc1cc(-c2ccc3c(c2)OCO3)on1)N1CCN(c2ccccc2)CC1	-15	3.0	-5	-2	9.9	9.3	12	4	-11
COc1ccccc1N1CCN(C(=O)CCC(=O)N2CCN(c3ccccc3OC)CC2)CC1	-17	1.3	-11	4	0.5	0.8	-7	2	-8
Cn1c(Oc2ccc3c(c2)OCO3)nc2c1c(=O)n(Cc1ccccc1)c(=O)n2C	-17	0.5	-10	-4	0.2	2.4	10	1	31
O=C(CN1CCN(S(=O)(=O)c2ccccc2)CC1)N1CCc2ccccc21	-4	0.7	1	-2	0.1	1.2	19	·	10
CC(CCc1ccccc1)NC(=O)CCNC(=O)Cn1ccc2ccccc2c1=O (stereo unspecified)	0	-0.6	-6	-9	-1.4	0.6	17	-10	-22
CCN(CC)C(=O)C(=O)N/N=C/c1cccs1	-2	1.9	-6	0	-0.2	0.0	7	14	-8
Cc1ccccc1OCC(O)CN1C(=O)c2ccccc2C1=O (stereo unspecified)	-18	1.7	-16	-1	-0.1	1.0	-3	-2	-16

Screens deposited in PubChem BioAssay by The Scripps Research Institute Molecular Screening Center.
